Screens (PubChem BioAssay)
CAL PDZ FP-1 – human CAL PDZ-peptide interaction inhibition. actives 0.02% (n = 330,000). inhibition, % at 20 µM. Q9HD26. purified CAL PDZ, TMR-peptide fluorescence polarization, 1 h. AID 504414;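 active = highest replicate inhibition of at least 40%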;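 note: plate controls were DMSO neutral control wells for no effect and unlabeled competitor peptide control wells for full effect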
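Control set: unlabelled peptide and DMSO controls / Material: purified CerCALP PDZ construct / Timing: 1 h incubation at room temperature before polarization reading / Doses: 20 µM, one dose / Detection: fluorescence polarization (mP)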
NSD2 HMT inh – NSD2 (human) methyltransferase inhibition | O96028 | NSD2 peptide methylation, AlphaScreen, 120 min | inhibition, % at 12.5 µM | actives 0.54% (n = 310,000) | AID 743445; in the data active = inhibition above about 50%
Arrestin-AP2 inh – blocks beta-arrestin peptide binding to AP2 adaptin. FITC-arrestin peptide / GST-AP2 beads, flow cytometry; AP2 beta2 appendage carries R879A mutation. inhibition, % at 10 µM. actives 0.31% (n = 340,000). AID 504490;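 active = inhibition above a set limit, near 3 SD of compounds lacking own fluorescence, cut at about 54% in these data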;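 note: plate controls were DMSO wells for no effect and 5 µM unlabelled arrestin peptide for full effect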
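Material – AP2 appendage R879A on GSH beads · Buffer or medium – PBS with 0.05% Tween 20 and 0.1% BSA · Probe or stimulus – fluorescein-tagged arrestin peptide at 50 nM final · Incubation – compound with beads 12 min RT, then probe 1 h RT · Detection – high-throughput flow cytometry of beads, ex 488, em 535 nm · Evaluation – percent response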
C-LANA FP – inhibitors of KSHV LANA C-terminal domain DNA binding. MBP-C-LANA/FAM-LBS DNA binding, fluorescence polarization. inhibition, % at 9 µM. actives 0.078% (n = 340,000). AID 504423;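 active = highest replicate inhibition at or above 60% at 9 µM, even if other replicates fall short; inactive = all replicates below 60% inhibition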;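 note: 0% = neutral control wells and 100% = 4 µM acridine orange control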
Cardiac RTF inh – cardiac RTF calcium desensitization | IANBD-labeled cardiac RTF, Ca2+ fluorescence | actives 0.12% (n = 340,000) | P19429+P45379 | inhibition, % at 7.15 µM | AID 493244;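 active = inhibition above the mean inhibition of all tested compounds plus 3 SD, cut at about 17% in these data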;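 note: assay run at fixed EC70 calcium of 1.6 mM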
DAGLB inh – diacylglycerol lipase beta (human) inhibition; inhibition, % at 5.17 µM; actives 0.059% (n = 340,000); HEK293T DAGLB membrane lysate, EnzChek fluorogenic substrate; Q8NCG7; in the data active = inhibition above about 34%;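 note: 0% = enzyme with vehicle and 100% = wells lacking enzyme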
Keap1 Nrf2 FP – Keap1-Nrf2 (human) interaction inhibition | Q14145 | Keap1 Kelch-Nrf2 peptide fluorescence polarization, 1536-well | inhibition, % at 9.4 µM | actives 0.15% (n = 340,000) | AID 504523; in the data active = inhibition above about 12%;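 note: human Keap1 Kelch domain with fluorescein labeled Nrf2 9mer peptide probe; 0% = neutral control wells and 100% = peptide positive control; higher means more block of Keap1 binding to Nrf2 peptide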
Target sequence (Q14145 whole entry, looked up, the tested form may be a part): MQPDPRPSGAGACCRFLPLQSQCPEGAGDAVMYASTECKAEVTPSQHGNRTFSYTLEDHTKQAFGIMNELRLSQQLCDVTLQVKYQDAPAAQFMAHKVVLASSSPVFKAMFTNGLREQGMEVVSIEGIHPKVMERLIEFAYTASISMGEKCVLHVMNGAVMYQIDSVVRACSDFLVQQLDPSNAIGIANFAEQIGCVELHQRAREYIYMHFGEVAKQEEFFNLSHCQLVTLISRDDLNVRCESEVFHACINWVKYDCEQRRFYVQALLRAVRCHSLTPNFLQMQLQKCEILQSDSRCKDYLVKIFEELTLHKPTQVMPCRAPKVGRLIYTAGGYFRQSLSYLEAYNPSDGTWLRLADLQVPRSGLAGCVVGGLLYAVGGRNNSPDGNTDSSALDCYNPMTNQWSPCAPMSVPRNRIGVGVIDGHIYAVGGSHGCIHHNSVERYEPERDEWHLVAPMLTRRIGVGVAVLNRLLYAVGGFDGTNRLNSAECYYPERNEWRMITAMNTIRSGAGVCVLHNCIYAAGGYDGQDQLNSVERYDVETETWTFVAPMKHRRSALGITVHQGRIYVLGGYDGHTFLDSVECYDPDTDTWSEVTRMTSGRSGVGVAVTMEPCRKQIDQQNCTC
V-ATPase pHluor – yeast V-ATPase proton transport regulation by pHLuorin | actives 0.37% (n = 350,000) | response, % at 10 µM | AID 504577 | S. cerevisiae, pHLuorin cytosolic pH fluorescence; in the data active = response mostly above about 7.3%, no sharp cut-off; inactive = mostly below about 5.4%; note: actives read high; inactives centre near 0; some compounds called inactive have numbers as strong as hits
DSG3 Ab inh – human desmoglein-3 autoantibody binding inhibition; P32926; DSG3-coupled beads, scFv-anti-DSG3-GFP binding, flow cytometry; active compounds read low; binding (percent of control), % at 10 µM; actives 0.48% (n = 310,000); AID 588358;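 active = binding more than 3 SD below its plate's average and above zero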;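 note: hits lower antibody fragment binding to DSG3; some compounds called inactive have numbers as strong as hits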
CAL PDZ FP-2 – CAL PDZ (human) peptide binding inhibition | Q9HD26 | purified CAL PDZ, TMR-peptide fluorescence polarization, 1 h | inhibition, % at 24.9 µM | actives 0.92% (n = 300,000) | AID 602252;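 active = mean inhibition of at least 30% with at least half of replicates also reaching 30%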;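 note: 0% = DMSO neutral control and 100% = excess unlabeled competitor peptide PRC23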
* hit, by the source's call; . = not tested or not shown. An excerpt; count on the stated rates, not on these rows.

SMILES	CAL PDZ FP-1	NSD2 HMT inh	Arrestin-AP2 inh	C-LANA FP	Cardiac RTF inh	DAGLB inh	Keap1 Nrf2 FP	V-ATPase pHluor	DSG3 Ab inh	CAL PDZ FP-2
COc1cc(OC)cc(C(=O)NCC(=O)OCC(=O)N2c3ccccc3NC(=O)C2(C)C)c1	-1.2	0	24	-0.8	5	0	-6	4	.	-5
Cc1ccc(C)c(NC(=O)CN(C)C(=O)CSC(C)C(=O)Nc2cc(C)on2)c1 (stereo not given)	-2.0	.	4	1.9	19*	-4	-4	0	109	5
C/C(=N\NC(=O)COc1ccc(C)cc1C(C)C)c1cc2ccccc2o1	-0.4	0	11	-2.9	-19	-10	-1	3	105	1
CCNC(=S)N1CCN(CCN2C(=O)c3cccc4cccc(c34)C2=O)CC1	-2.0	-4	-12	-0.1	-7	-1	6	-3	115	-4
CC(C)N(C(=O)C[n+]1ccc(/C=N/O)cc1)C(C)C	-1.8	-4	13	-0.1	-9	-1	3	9	95	-8
COCCN(C(=O)c1ccco1)c1nnc(-c2ccc(OC)cc2)s1	-1.7	-3	-2	-1.9	8	0	-3	-1	102	-8
Cc1noc(C)c1COc1ccc(C(=O)NCC(c2c(F)cccc2Cl)N(C)C)cc1 (stereo not given)	-2.6	7	-7	0.1	-9	1	-6	0	108	-7
O=c1oc2ccc(Cl)cc2cc1-c1nnc(Nc2cccc(C(F)(F)F)c2)s1	-0.6	.	7	-1.1	-7	0	1	-5	96	.
Cc1ccc(NC(=S)N2CCCC(c3nc4ccc(C)cc4[nH]3)C2)c(C)c1 (stereo not given)	-2.0	2	1	0.2	-5	-2	-5	-5	88	0
COc1cc(-c2nnc(-c3ccc(N4CCOCC4)cc3)o2)cc(OC)c1OC	0.4	-1	13	-1.1	9	1	-3	-2	123	0
NC(=NCCc1ccccc1)NS(=O)(=O)c1ccccc1	0.1	1	-2	0.0	-7	-2	-6	-4	106	-1
COc1ccc(CCNC(=O)c2ccc(NC(=O)CC3SC(N4CCCC4)=NC3=O)cc2)cc1 (stereo not given)	-2.1	-2	-7	-0.1	-22	1	-4	0	104	-4
COc1ccccc1NS(=O)(=O)c1cccc(C(=O)NCC2(N(C)C)CCCCC2)c1	-2.0	1	3	-1.2	-7	-2	-1	-5	103	-1
O=C(COC(=O)c1cc(Br)ccc1O)c1ccc(F)cc1	-0.4	-2	9	0.7	-6	-7	3	-1	112	-1
CCOc1ccc(N2CC(C(=O)Nc3cc(Cl)ccc3-n3cncn3)CC2=O)cc1 (stereo not given)	-3.5	0	28	1.4	-1	-3	-1	3	86	-5

2 of the compounds above, bar-delimited.
SMILES | CAL PDZ FP-1 | NSD2 HMT inh | Arrestin-AP2 inh | C-LANA FP | Cardiac RTF inh | DAGLB inh | Keap1 Nrf2 FP | V-ATPase pHluor | DSG3 Ab inh | CAL PDZ FP-2
NC(=NCCc1ccccc1)NS(=O)(=O)c1ccccc1 | 0.1 | 1 | -2 | 0.0 | -7 | -2 | -6 | -4 | 106 | -1
Cc1noc(C)c1COc1ccc(C(=O)NCC(c2c(F)cccc2Cl)N(C)C)cc1 (stereo not given) | -2.6 | 7 | -7 | 0.1 | -9 | 1 | -6 | 0 | 108 | -7

The list continues:
SMILES	CAL PDZ FP-1	NSD2 HMT inh	Arrestin-AP2 inh	C-LANA FP	Cardiac RTF inh	DAGLB inh	Keap1 Nrf2 FP	V-ATPase pHluor	DSG3 Ab inh	CAL PDZ FP-2
Fc1ccc(CSc2ccc(-c3cccs3)nn2)cc1	0.0	-3	-1	0.8	-5	-9	-4	4	98	0
COc1ccccc1C(=O)COC(=O)c1ccc(-n2cnnn2)cc1	-1.1	-2	-11	0.0	-2	1	4	2	112	-2
CC(C)(C)N1C(=O)c2ccccc2NC(=O)N1Cc1ccccc1	-1.3	-3	-4	0.1	-6	-3	3	0	97	0
COc1cccc(CN(C)S(=O)(=O)c2ccccc2Br)c1	0.2	.	28	-2.1	-7	-7	3	1	100	2
O=C(O)CCC(=O)Nc1cccc(-c2csc(-c3ccccc3)n2)c1	-1.8	-26	14	0.4	-8	-4	0	0	94	.
OC(CN(Cc1ccccc1)Cc1ccccc1)c1ccccc1 (stereo not given)	0.0	-4	2	-2.1	0	-13	1	-2	90	-1
CCn1cc(C(=O)N[C@H](C(=O)NCCCn2ccnc2)C(C)C)c(=O)c2cc3c(cc21)OCO3	-1.3	1	18	-0.3	-2	0	3	-6	93	-2
O=C(Cn1nc2n(c1=O)-c1ccccc1SC2)N/N=C/c1cccnc1	-0.9	-3	3	-2.4	6	-1	0	-3	113	-6
COc1ccc(-n2cc(-c3ccccc3)c3c(N4CC(C)OC(C)C4)ncnc32)cc1 (stereo not given)	-0.2	2	25	-0.6	-2	-4	-5	-8	122	2
CN(C)c1cccc2cccc(N(C)C)c12	0.3	4	0	-1.6	0	0	-7	2	114	.
O=C(c1ccc([N+](=O)[O-])cc1)N1CCN(Cc2ccccc2[N+](=O)[O-])CC1	-1.3	2	6	-0.8	13	0	-2	1	96	-1
Cc1ccc(NS(=O)(=O)c2c(C(=O)N3CCCC3)c(C)n(C)c2C)cc1	-0.6	-1	36	-0.8	3	1	3	-4	96	-3
CCOC(=O)Cn1nnc(-c2ccc(S(C)(=O)=O)cc2)n1	-0.8	-2	-5	2.3	-2	12	0	2	99	0
O=C(Cn1cnc2c(NCc3ccccc3)ncnc21)NCc1ccc2c(c1)OCO2	0.9	.	4	-1.2	-1	0	-2	2	101	-3
Cc1ccc(S(=O)(=O)N(C)c2ccc(C(=O)N(C)Cc3nc4ccccc4c(=O)[nH]3)cc2)cc1	-2.4	0	-4	0.6	-17	2	-2	-10	104	-3
CC(=O)N1N=C(c2cccc([N+](=O)[O-])c2)OC1c1ccc(Br)cc1 (stereo not given)	0.7	2	7	-0.3	-2	-4	-2	-1	114	-2
COc1ccc(OCC(=O)NC2CCCN(Cc3ccc(Cl)cc3)C2)cc1 (stereo not given)	-0.3	21	0	-1.2	1	-4	-5	5	114	-1
Cc1ccc(NC(=S)N2CCCC2)cc1	-3.5	0	26	-0.4	9	-3	-1	-2	81	-5
O=C(CN1CCN(S(=O)(=O)c2ccccc2)CC1)Nc1ccc(Cl)c(Cl)c1	-1.9	1	-13	-0.9	-4	-1	2	3	.	-9
CCCn1c(C)nc2c(c1=O)c1nc3ccccc3nc1n2-c1ccccc1	-0.1	54*	12	-1.4	-5	-2	-5	-1	88*	.
COc1cccc(-n2c(-c3ccccc3)c[nH]c2=S)c1	-2.1	5	-5	-0.2	7	0	-2	1	66	-1
O=C(NCC(O)c1ccc([N+](=O)[O-])cc1)C1=COCCO1 (stereo not given)	-1.0	0	35	2.4	-6	-1	6	-2	103	0
c1ccc(OCc2nn3c(-c4ccccn4)nnc3s2)cc1	.	1	24	1.3	6	1	3	-2	103	2
CCOCCn1c(SCCc2ccccc2)nc2c1c(=O)[nH]c(=O)n2C	-1.7	.	0	0.4	0	0	-4	0	95	0
Cc1ccc(Sc2sc(=O)n(C)c2S(=O)(=O)c2ccc(C)cc2)cc1	-0.7	1	1	-0.3	4	-2	-2	-1	101	.
O=C(Nc1nncs1)C1(c2ccccc2)CCCC1	-4.5	0	25	0.1	-4	3	3	5	91	1
Cc1cc(=O)[nH]c(N2CCN(C(c3ccccc3)c3ccccc3)CC2)n1	-2.4	-1	-3	1.2	-12	-2	-4	19*	.	-3
C/C=C/c1ccc(OC)c(OC(C)=O)c1	0.2	-7	5	-0.6	1	-1	-2	3	93	-4
CC(C)Cc1ccc(CN2CCCC(NC(=O)CCN3CCCO3)C2)cc1 (stereo not given)	-0.3	1	-12	1.1	3	0	1	-2	94	1
COCCN(CC(=O)Nc1cccc(C)c1C)C(=O)c1oc2ccccc2c1C	-0.5	-3	-4	-1.5	0	0	-1	0	.	0
CCN(c1ccc(OC)cc1)S(=O)(=O)c1nnc(NC(=O)C(C)C)s1	0.3	-4	7	-3.0	-14	-2	8	8	108	4
O=C(Cc1cccs1)NNC(=O)C12CC3CC(CC(C3)C1)C2	-0.6	-1	15	0.9	3	1	2	-1	104	-7
CNC(=O)c1[nH]cnc1C(=O)NCC(=O)OCc1ccccc1	-0.6	.	1	-0.4	-2	3	-1	1	107	1
COc1ccc(CCCc2nnc(SCC(=O)NN)o2)cc1	1.3	6	8	2.2	-7	-3	-3	1	99	-4
O=C(NCCN1CCCCCC1)c1ccc(N2CCCC2=O)cc1	-0.9	2	2	-4.0	-11	-5	0	6	104	.
O=C(CN1C(=O)C2CC=CCC2C1=O)Nc1nc2ccccc2s1 (stereo not given)	-0.9	29	0	0.6	-4	1	5	-3	99	.
CC(=O)NC(c1ccco1)c1cc(Cl)c2ccc(Cl)nc2c1O (stereo not given)	-1.6	.	10	2.1	-3	0	-4	5	103	-3

Some of these compounds in order of number of heavy atoms, lowest first:
SMILES	CAL PDZ FP-1	NSD2 HMT inh	Arrestin-AP2 inh	C-LANA FP	Cardiac RTF inh	DAGLB inh	Keap1 Nrf2 FP	V-ATPase pHluor	DSG3 Ab inh	CAL PDZ FP-2
C/C=C/c1ccc(OC)c(OC(C)=O)c1	0.2	-7	5	-0.6	1	-1	-2	3	93	-4
O=C(Nc1nncs1)C1(c2ccccc2)CCCC1	-4.5	0	25	0.1	-4	3	3	5	91	1
COc1cccc(-n2c(-c3ccccc3)c[nH]c2=S)c1	-2.1	5	-5	-0.2	7	0	-2	1	66	-1
O=C(NCC(O)c1ccc([N+](=O)[O-])cc1)C1=COCCO1 (stereo not given)	-1.0	0	35	2.4	-6	-1	6	-2	103	0
c1ccc(OCc2nn3c(-c4ccccn4)nnc3s2)cc1	.	1	24	1.3	6	1	3	-2	103	2
CNC(=O)c1[nH]cnc1C(=O)NCC(=O)OCc1ccccc1	-0.6	.	1	-0.4	-2	3	-1	1	107	1
O=C(NCCN1CCCCCC1)c1ccc(N2CCCC2=O)cc1	-0.9	2	2	-4.0	-11	-5	0	6	104	.
Cc1ccc(Sc2sc(=O)n(C)c2S(=O)(=O)c2ccc(C)cc2)cc1	-0.7	1	1	-0.3	4	-2	-2	-1	101	.
CCOCCn1c(SCCc2ccccc2)nc2c1c(=O)[nH]c(=O)n2C	-1.7	.	0	0.4	0	0	-4	0	95	0
Cc1cc(=O)[nH]c(N2CCN(C(c3ccccc3)c3ccccc3)CC2)n1	-2.4	-1	-3	1.2	-12	-2	-4	19*	.	-3
COCCN(CC(=O)Nc1cccc(C)c1C)C(=O)c1oc2ccccc2c1C	-0.5	-3	-4	-1.5	0	0	-1	0	.	0
